mABHD4 FP: ABHD4 (mouse) inhibition, primary FP screen; AID 720543; purified mABHD4, FP-Rh probe fluorescence polarization; Q8VD66; 370,000 tested, 0.54% active; inhibition, % at 8.92 µM;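 active means inhibition exceeding the mean over every tested compound plus 3 SD, cut at about 30% in these data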;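 further: 0% = plate median of compound wells and 100% = S159A mutant with DMSO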
Target sequence (Q8VD66 whole entry, looked up): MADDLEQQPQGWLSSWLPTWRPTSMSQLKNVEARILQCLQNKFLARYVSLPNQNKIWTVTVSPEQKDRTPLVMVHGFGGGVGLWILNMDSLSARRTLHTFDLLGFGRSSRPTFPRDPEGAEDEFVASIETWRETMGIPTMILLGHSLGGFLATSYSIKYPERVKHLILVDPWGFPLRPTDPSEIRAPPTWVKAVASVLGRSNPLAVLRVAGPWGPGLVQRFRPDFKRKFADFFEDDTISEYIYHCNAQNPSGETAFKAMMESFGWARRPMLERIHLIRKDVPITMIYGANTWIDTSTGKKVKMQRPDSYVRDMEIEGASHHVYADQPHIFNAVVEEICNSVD
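Test system: mABHD4 protein | Buffer or medium: HEPES pH 7.0 buffer, 150 mM NaCl, 0.01% Pluronic F-127 | Probe or stimulus: FP-Rh fluorescent activity-based probe, added after compound pre-incubation | Timing: Pre-incubation 45 min, probe exposure 60 min, at 25 °C | Technique: Fluorescence polarization, excitation 525 nm, emission 598 nm, BODIPY TMR filters | Repeats: Single well per compound (singlicate)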
ARFGAP1 inh: rat ARFGAP1 inhibition | inhibition, % at 16.5 µM | 360,000 tested, 0.26% active | Arfgap1-stimulated ARF1 GTP hydrolysis, GDP FP detection | AID 651572;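 active means inhibition above a per-plate limit, mean inhibition of low control wells plus 3 SD, cut at about 25% in these data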;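 further: 0% = DMSO wells with enzyme and 100% = wells lacking Arfgap1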
Target sequence (Q62848 1-136 limits assumed): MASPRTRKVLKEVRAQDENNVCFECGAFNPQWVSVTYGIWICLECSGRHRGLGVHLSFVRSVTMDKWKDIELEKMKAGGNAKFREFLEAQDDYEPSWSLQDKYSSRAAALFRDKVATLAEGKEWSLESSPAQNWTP
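System: truncated rat Arfgap1 GAP domain / Benchmarks: high control wells lacking Arfgap1, low control full reaction with DMSO / Times: compound-enzyme preincubation 20 min, reaction 120 min, detection 60 min, 25 °C / Repeats: one replicate per compound / Also added: human ARF1(Δ1-17)-GTP substrate / Measured by: Tracer-displacement fluorescence polarization with EDTA stop, 620/688 nm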
HTRA1 inhibitor: inhibitors of human serine peptidase HTRA1. recombinant HTRA1, FP-rhodamine activity-based probe, fluorescence polarization. inhibition, % at 5.96 µM. 340,000 tested, 0.5% active. AID 504803; in the data active means inhibition above about 36%;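 further: 0% = enzyme with DMSO and 100% = wells lacking enzyme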
PG9 binder: PG9 antibody binding by small molecule | TR-FRET gp120-PG9 antibody binding | inhibition, % at 6.7 µM | 360,000 tested, 0.43% active | AID 624416; in the data active means inhibition above about 8.5%
rCAG binder: r(CAG) repeat RNA binding; TO-PRO-1 dye displacement fluorescence; inhibition, % at 3 µM; 370,000 tested, 1.3% active; AID 651821;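 active means inhibition above the plate cutoff, the mean of all test compounds on that plate plus 3 SD, cut at about 35% in these data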;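 further: 0% = DMSO alone and 100% = 100 µM mitoxantrone as full dye displacement; higher means more dye released from RNA so lower well fluorescence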
SMARCA2 activ: activators of SMARCA2 function | MG213 cells, MMTV-luciferase reporter, dexamethasone, overnight | activation, % at 9.1 µM | 370,000 tested, 1% active | AID 652017; in the data active means activation above about 7.8%;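 further: 0% = vehicle wells and 100% = reference activator wells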
NPR2 activator: GC-B (human) receptor activation | HEK293-GC-B cells, CNP EC30, cGMP TR-FRET; 0% at EC30 CNP, 100% saturating CNP | activation, % at 10 µM | 370,000 tested, 0.11% active | AID 1920062;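 active means activation at 10 µM reaching about 35% in either raw or pattern-adjusted values, limit read from the data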
Rev-erbA mod: Rev-erb alpha (human) modulation; P20393; Rev-erbα–FITC-DNA binding, fluorescence polarization, 90 min; activity, % at 10 µM; 370,000 tested, 0.79% active; AID 1259318;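 active means activity above about 14%, limit read from the data; passing the limit was not always enough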;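 further: 0% = DMSO wells with 35 nM protein and 100% = DMSO wells with 750 nM protein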
GC-A act: GC-A (human) enzyme activation | P16066 | HEK293 GC-A cells, cGMP TR-FRET, EC30 ANP; 0% at EC30 ANP, 100% saturating ANP | activation, % at 10 µM | 370,000 tested, 0.14% active; in the data active means activation above about 40%
ASAP1 inh: blocks human ASAP1-stimulated Arf1 GTP hydrolysis; Q9ULH1; inhibition, % at 16.5 µM; GDP FP detection; 360,000 tested, 0.19% active; in the data active means inhibition above about 25%;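 further: 0% = vehicle with enzyme and substrate and 100% = no enzyme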
Target sequence (Q9ULH1 325-724 limits assumed): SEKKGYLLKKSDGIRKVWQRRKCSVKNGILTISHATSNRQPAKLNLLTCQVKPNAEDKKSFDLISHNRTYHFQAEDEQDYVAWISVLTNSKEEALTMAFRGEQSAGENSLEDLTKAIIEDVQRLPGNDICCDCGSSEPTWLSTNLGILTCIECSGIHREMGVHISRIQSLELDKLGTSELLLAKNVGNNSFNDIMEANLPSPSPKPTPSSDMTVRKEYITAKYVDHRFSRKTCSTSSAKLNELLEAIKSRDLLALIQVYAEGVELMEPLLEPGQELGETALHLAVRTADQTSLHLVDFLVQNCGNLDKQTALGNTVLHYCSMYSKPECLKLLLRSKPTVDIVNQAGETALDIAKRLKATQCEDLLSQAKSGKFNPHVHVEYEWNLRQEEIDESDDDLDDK
Starred values were filed as active, the others as inactive; . = not tested or not shown.

SMILES | mABHD4 FP | ARFGAP1 inh | HTRA1 inhibitor | PG9 binder | rCAG binder | SMARCA2 activ | NPR2 activator | Rev-erbA mod | GC-A act | ASAP1 inh
CCOC(=O)Cc1csc(NC(=O)/C=C/c2ccccc2Cl)n1 | -6 | 8 | -6 | 1.3 | -3 | -3 | 0 | -6 | 7 | 5
CC(Oc1ccc2ccccc2c1)C(=O)NNC(=O)Nc1ccccc1F (centres undefined) | -2 | 1 | -11 | -0.1 | -1 | -2 | -2 | -1 | 2 | -8
Cc1cc(NC(=O)c2c(F)cccc2Cl)n(-c2nc3ccccc3[nH]2)n1 | -78 | 6 | -38 | -0.7 | 11 | -1 | 12 | 0 | 13 | -3
CCCCCC(=O)N1CC2(C)CN(C(=O)CCCCC)CC(C)(C1)C2=O | 2 | 1 | 9 | -2.6 | -11 | -4 | 4 | 0 | -1 | 0
O=C(/C=C/[C@H]1O[C@@H](n2ccc(=O)[nH]c2=O)[C@H](O)[C@@H]1O)NCc1cccc2ccccc12 | -1 | 3 | . | -2.4 | 3 | 7 | -2 | -1 | -1 | 0
C[C@@H]1ON(C)[C@H]2C[C@H]3c4[nH]c5c(-c6cc(Cl)cc(Cl)c6)cccc5c4CCN3C(=O)[C@@H]12 | 4 | 3 | . | 1.4 | 5 | 6 | 4 | 9 | -4 | 8
COc1ccccc1C(=O)Nc1ccnn1C1CCN(CCC(C)c2ccc(C)o2)CC1 (centres undefined) | 10 | 6 | 5 | 0.2 | -11 | 0 | -3 | 0 | -2 | -3
O=C(Cn1cc2c(n1)CCCCC2)NCCCN1CCOCC1 | 0 | -8 | 5 | -1.2 | -1 | 5 | -4 | 6 | 2 | 0
Cc1ccc(C(=O)COC(=O)CNS(=O)(=O)c2ccc(C)cc2)cc1 | -3 | -5 | -4 | -0.3 | -4 | -2 | -8 | 0 | -6 | -4
C/C(=N/Oc1nc(C)cc(C)n1)c1ccccc1 | 0 | 1 | 1 | 0.3 | 3 | 1 | 3 | -4 | -1 | 3
Cc1ccc(NC(=O)CN2C(=O)NC(C)(CC(C)C)C2=O)c(Br)c1 (centres undefined) | 4 | 2 | -4 | -0.1 | 3 | -2 | 2 | -3 | 3 | -9
CCC(CO)Nc1cccc2c1S(=O)(=O)N(Cc1cn(Cc3ccccc3C(F)(F)F)nn1)Cc1ccccc1O2 (centres undefined) | -29 | . | . | . | 7 | -2 | 3 | 0 | -2 | .
CCCn1cc(S(=O)(=O)c2ccc(C)cc2)c(=O)c2cc(OC)c(OC)cc21 | 0 | -1 | 3 | -0.5 | -3 | 0 | -1 | 1 | 12 | 9
N/C(=N\OC(=O)c1ccc(Cl)cc1Cl)c1cccnc1 | 6 | -9 | 3 | -1.5 | -1 | 6 | 2 | 0 | 27 | -12
Cc1cc(C(=O)N2CCCC2(C)C(=O)NCC(C)C)nn1C(C)(C)C (centres undefined) | 0 | -6 | . | -2.3 | -2 | -5 | 2 | 8 | -3 | -8
Cc1c(OC(C)C(=O)NCCN2CCOCC2)ccc2c3c(c(=O)oc12)CCC3 (centres undefined) | 1 | 3 | 2 | -1.0 | -5 | -2 | 0 | 0 | -1 | 0
CCc1nc2nc(C)c(NS(=O)(=O)c3ccc(CC(C)C)cc3)c(=O)n2[nH]1 | 1 | 3 | 4 | -1.5 | 21 | 0 | 4 | -6 | 1 | -10
CCSCc1nnc(SCC(=O)Nc2ccc(F)cc2)n1CC | -11 | -10 | 1 | -0.1 | -4 | 1 | 2 | 9 | -3 | 7
COc1ccc(CCNC(=O)CSc2nnc(CNC(=O)c3cccs3)o2)cc1OC | 7 | 6 | 3 | -0.1 | -6 | 0 | 0 | -1 | 1 | -5
O=C(COC(=O)CNS(=O)(=O)c1cccc(Br)c1)Nc1ccccc1Sc1ccccc1 | -1 | 14 | -9 | -1.4 | 3 | -2 | -3 | -2 | 2 | 2

Entries from the list above with fluorine, in the order listed:
SMILES | mABHD4 FP | ARFGAP1 inh | HTRA1 inhibitor | PG9 binder | rCAG binder | SMARCA2 activ | NPR2 activator | Rev-erbA mod | GC-A act | ASAP1 inh
CC(Oc1ccc2ccccc2c1)C(=O)NNC(=O)Nc1ccccc1F (centres undefined) | -2 | 1 | -11 | -0.1 | -1 | -2 | -2 | -1 | 2 | -8
Cc1cc(NC(=O)c2c(F)cccc2Cl)n(-c2nc3ccccc3[nH]2)n1 | -78 | 6 | -38 | -0.7 | 11 | -1 | 12 | 0 | 13 | -3
CCC(CO)Nc1cccc2c1S(=O)(=O)N(Cc1cn(Cc3ccccc3C(F)(F)F)nn1)Cc1ccccc1O2 (centres undefined) | -29 | . | . | . | 7 | -2 | 3 | 0 | -2 | .
CCSCc1nnc(SCC(=O)Nc2ccc(F)cc2)n1CC | -11 | -10 | 1 | -0.1 | -4 | 1 | 2 | 9 | -3 | 7

(continued)
SMILES | mABHD4 FP | ARFGAP1 inh | HTRA1 inhibitor | PG9 binder | rCAG binder | SMARCA2 activ | NPR2 activator | Rev-erbA mod | GC-A act | ASAP1 inh
COC(=O)C1=C(C)N(Cc2ccccc2C(F)(F)F)C(=NCC2CC2)NC1CCc1ccccc1 (centres undefined) | 8 | 2 | . | -0.4 | 8 | 0 | -18 | 6 | -20 | 14
Cc1ccc(NC(=O)c2cc(NC(=O)/C=C\C(=O)O)ccc2N2CCCCC2)cc1 | 17 | -9 | 2 | 0.3 | 9 | -5 | 7 | -12 | -3 | -10
OCCC1CN(Cc2cccc3nccnc23)CCN1Cc1ccc(F)cc1 (centres undefined) | 1 | 11 | -2 | -1.3 | -1 | -1 | 0 | 0 | 0 | 3
CCCCNC(=O)c1nc(C2CCNCC2)oc1-c1ccccc1 | -4 | -3 | . | -0.2 | 3 | -1 | 6 | 0 | 1 | -3
Cc1nn(Cc2ccccc2)c(Cl)c1C(=O)NCCc1ccccc1 | -2 | -8 | -3 | -0.5 | -5 | 7 | 5 | -1 | 6 | -4
CCCC(=O)Nc1ccccc1NC(=O)c1ccc2c(c1)OCO2 | -4 | -4 | -2 | 0.9 | -4 | -2 | -9 | -2 | 0 | 6
O=C(Cn1nnc(-c2ccc3c(c2)OCO3)n1)Nc1ccccc1C(=O)O | -10 | 5 | -7 | -3.3 | 26 | 0 | -1 | 3 | 2 | -12
Cc1ccc(OCC(=O)Nc2ccc([N+](=O)[O-])cn2)cc1C | 5 | 12 | 3 | 0.7 | 1 | 3 | -6 | -5 | 1 | 8
Cc1ccc(S(=O)(=O)Nc2ccccc2CNc2cccc(C)n2)cc1 | -5 | 11 | -29 | -2.4 | 4 | -3 | -1 | 5 | -9 | 7
Fc1cccc(F)c1-n1c(CN2CCOCC2)csc1=S | -2 | -3 | -7 | -2.7 | 1 | 8.7* | -6 | -6 | -6 | -4
CCCCN(C(=O)CCC(=O)Nc1cc(C)on1)C(C(=O)NC1CCCC1)c1ccc(OCC)cc1 (centres undefined) | -4 | -3 | -9 | -1.7 | -5 | -3 | -1 | 2 | 0 | 6
Cc1ccnc(NC(=O)C2CCN(S(=O)(=O)c3cccc(C(F)(F)F)c3)CC2)c1 | -6 | 3 | -12 | -3.0 | -3 | 1 | 0 | 0 | -3 | -10
CCc1ccc(NC(=O)COC(=O)c2nc3nc(C)cc(C)n3n2)cc1 | -3 | 11 | 5 | -0.2 | 4 | 0 | -5 | -3 | -1 | 3
C=CCn1c(SCC(=O)NC)nnc1C12CC3CC(CC(C3)C1)C2 | 3 | 1 | 4 | 0.1 | -5 | -3 | -3 | -2 | 1 | 5
CCOc1ccc(NC(=S)N2CCCCCC2)cc1 | -4 | -4 | 2 | 0.1 | 0 | -1 | 1 | 2 | 0 | 14
CCOC(=O)C1(CC2CC2)CCN(C(=O)c2cc(OC)nc3ccccc23)CC1 | -1 | -4 | -9 | -1.3 | -10 | 1 | 1 | 4 | -1 | 10
Cc1nc(SCC(=O)NCc2ccccc2)c2c(=O)n(C)c(=O)n(C)c2n1 | 5 | -6 | -1 | 14* | 2 | -3 | 5 | 0 | 10 | -4
COc1cccc(CCN2CCC(CNS(=O)(=O)c3cc(-c4cc(C)no4)ccc3OC)CC2)c1 | -1 | -6 | -1 | -0.5 | -5 | -3 | -13 | -1 | -8 | 1
O=C(COC(=O)/C=C/c1cccs1)Nc1cccc(S(=O)(=O)N2CCCC2)c1 | -3 | -5 | -15 | -2.1 | 3 | 1 | -3 | -1 | -2 | -17
CC(C)CC1(C2CCCC2)NC(=O)NC1=O (centres undefined) | 2 | -6 | 2 | 1.4 | 1 | 0 | 1 | -9 | -2 | -10
COc1ccc(C)cc1-n1cnc2sc(C)c(C)c2c1=O | 2 | -10 | -3 | 0.6 | 1 | -8 | 2 | -5 | -3 | -1
Brc1ccc(-c2nn3c(-c4ccco4)nnc3s2)o1 | 7 | -3 | 7 | 16* | 19 | -2 | -7 | -12 | 1 | 2
Cc1nc(-c2cccc(NC(=O)c3ccc(-n4nccc4C)cc3)c2)cs1 | -26 | 0 | -47 | 1.2 | 6 | -2 | 6 | 2 | 11 | 13
COc1cc2c(cc1OC)C(c1cc(Br)c(OC)c(OC)c1)CC(=O)N2 (centres undefined) | 1 | 8 | 6 | -1.4 | -2 | 0 | -5 | 4 | -6 | -3
Cc1ccc(CCN=c2c([N+](=O)[O-])nn(-c3ccccc3)n2O)cc1 | -6 | 3 | 8 | -2.0 | -2 | -2 | -1 | -1 | -3 | 2
COc1ccc(CCNC(=O)C2CCCN2C(=O)Nc2cccc(C(C)=O)c2)cc1OC (centres undefined) | 0 | -4 | 0 | -1.2 | 3 | 0 | 4 | -2 | 1 | -9
Cc1ccc(NC(=S)Nc2ccc(F)cc2)cc1C | 5 | -1 | -3 | -0.3 | -3 | 1 | 1 | -3 | 6 | -3
Cn1ccc(CC(=O)N2CCC(N3CCC(C(=O)N4CCCC4)CC3)CC2)c1 | -8 | 8 | -1 | -1.1 | 4 | 1 | 4 | 0 | 1 | -1
Nc1c(Cl)c(Cl)nc(C(=O)OCC(=O)N2CCCC2=O)c1Cl | 1 | -17 | 2 | -0.6 | 0 | 0 | 4 | 4 | 1 | -3
COC(=O)C1=C(C)N(Cc2ccccc2)C(=S)NC1c1cccc(OC)c1 (centres undefined) | -9 | 4 | . | -1.0 | 2 | 3 | -13 | 1 | -8 | 12
O=C(Cn1nnc(-c2ccc3c(c2)OCO3)n1)N1CCOCC1 | 3 | 3 | 3 | -2.2 | -1 | 2 | 2 | -2 | 3 | -5
COc1cc(C(C[N+](=O)[O-])c2c(C)cc3ccccn23)ccc1O (centres undefined) | 30* | 5 | 40* | -1.3 | 14 | 6 | -1 | -4 | -3 | -7
Cc1ccc(N=C2N=C(N)c3ccccc32)cc1C | 1 | 0 | 3 | 1.6 | -2 | 3 | -6 | -2 | 2 | 4
COC(=O)C1=C(C)N(c2ccccc2)/C(=C/c2cccs2)C1=O | . | . | 4 | . | . | . | -4 | 1 | 0 | .
COc1ccc(-c2noc(CCC(=O)NC3CCCCC3)n2)cc1 | -11 | -6 | -1 | -2.2 | -1 | -4 | 7 | 4 | 1 | -11
CCCN(CC1COc2ccccc2O1)C(=S)Nc1ccc(C)cc1 (centres undefined) | 5 | -8 | -13 | -1.5 | 1 | -2 | 7 | 4 | 0 | 8
O=C(CCN1CCC(c2ccccc2)C1)c1ccccc1 (centres undefined) | . | . | 0 | . | . | . | -2 | -7 | 59* | .

Bioassay records (PubChem)
